MITF TRPM1 HTS – activators of MITF-driven TRPM1 promoter activity in SK-MEL-5 cells. SK-MEL-5 TRPM1-promoter luciferase, 24 h; % of positive control, neutral wells = 0. activation, % at 12.5 µM. actives 0.75% (n = 300,000). AID 588334;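 active = mean activation of at least 80% with every replicate also reaching 80%; inconclusive = mean reaches 80% but some replicate falls short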;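 note: 0% = neutral control wells and 100% = parthenolide positive control wells; values of inactives mirror those of a sister screen read the other way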
dFosB act – enhances mouse delta FosB homodimer DNA binding. purified delta FosB, TAMRA-CDK5 oligo fluorescence polarization; percent of positive-control signal above neutral wells. activation, % at 25 µM. P13346. AID 493131. actives 0.99% (n = 340,000);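 active = mean activation above about 17%, with every replicate also reaching it, limit read from the data, passing the limit was not always enough; inconclusive = only one of the two conditions met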;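 note: fluorescence polarization rise as delta FosB binds a TAMRA Cdk5 AP-1 oligo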
Target sequence (P13346 whole entry, looked up): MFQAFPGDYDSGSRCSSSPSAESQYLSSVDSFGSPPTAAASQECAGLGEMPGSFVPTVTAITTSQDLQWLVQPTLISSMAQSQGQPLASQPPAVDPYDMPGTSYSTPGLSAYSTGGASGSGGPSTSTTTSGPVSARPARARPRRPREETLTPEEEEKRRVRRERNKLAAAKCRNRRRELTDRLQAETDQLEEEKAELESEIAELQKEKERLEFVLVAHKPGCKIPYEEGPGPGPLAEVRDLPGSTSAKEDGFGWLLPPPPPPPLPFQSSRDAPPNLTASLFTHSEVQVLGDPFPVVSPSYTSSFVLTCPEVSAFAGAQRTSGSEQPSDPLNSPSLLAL
V-ATPase pH – yeast V-ATPase proton transport regulation by pHLuorin | S. cerevisiae, pHLuorin cytosolic pH fluorescence | actives 0.37% (n = 350,000) | response, % at 10 µM; in the data active = response mostly above about 7.3%, no sharp cut-off; inactive = mostly below about 5.4%; note: actives read high; inactives centre near 0; some compounds called inactive have numbers as strong as hits; reference of the scale not given here
HTR5A ag ctr – activates human HTR5A in OPRM1-OPRD1 agonist counter-screen; HTR5A agonist assay, luminescence, cell-based; activation, % at 9.3 µM; actives 0.61% (n = 340,000); AID 504692; in the data active = activation mostly above about 9.5%, no sharp cut-off; inactive = mostly below about 7.6%;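 note: 0% = cells with vehicle only and 100% = reference agonist; strong numbers were not always called active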
SR-BI DiI inh – inhibitors of mouse SR-BI mediated HDL lipid uptake | AID 488896 | inhibition, % at 12.5 µM | actives 0.96% (n = 320,000) | ldlA[mSR-BI] CHO cells, DiI-HDL uptake fluorescence, 3 h;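 active = mean replicate inhibition of at least 70% and a set share of replicates each scoring 70 or more; inconclusive = meets just one of the two criteria; inactive = fails both criteria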;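 note: 0% = median of neutral control wells and 100% = median of positive control wells; values of inactives mirror those of a sister screen read the other way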
Target sequence (Q61009 whole entry, looked up): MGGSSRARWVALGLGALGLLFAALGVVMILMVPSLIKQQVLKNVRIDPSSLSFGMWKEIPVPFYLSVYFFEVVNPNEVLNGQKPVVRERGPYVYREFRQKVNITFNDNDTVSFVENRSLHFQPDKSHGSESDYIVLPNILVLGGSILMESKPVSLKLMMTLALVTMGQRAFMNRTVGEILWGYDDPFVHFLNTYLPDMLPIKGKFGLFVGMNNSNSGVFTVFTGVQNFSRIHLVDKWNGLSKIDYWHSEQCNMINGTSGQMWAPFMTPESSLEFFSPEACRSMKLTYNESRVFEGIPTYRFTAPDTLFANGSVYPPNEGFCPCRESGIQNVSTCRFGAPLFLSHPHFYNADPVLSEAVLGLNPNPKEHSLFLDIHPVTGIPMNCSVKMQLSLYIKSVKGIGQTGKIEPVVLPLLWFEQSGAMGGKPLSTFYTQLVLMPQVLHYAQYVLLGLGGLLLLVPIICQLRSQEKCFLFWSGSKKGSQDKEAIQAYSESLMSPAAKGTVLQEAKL
PvdQ acylase – blocks Pseudomonas aeruginosa PvdQ acylase activity | AID 488965 | purified PvdQ acylase, fluorescence plate reader | inhibition, % at 10 µM | actives 0.063% (n = 340,000); in the data active = inhibition above about 30%, passing the limit was not always enough; inconclusive = no clear call, values can overlap the other calls;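 note: 0% = vehicle neutral wells and 100% = reference inhibitor wells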
Wnt act – activates Wnt/beta-catenin signaling in a reporter cell assay; actives 1.2% (n = 300,000); activator, plate reader; AID 743398; activation, % at 9.35 µM; in the data active = activation above about 30%, passing the limit was not always enough; inconclusive = no clear call, values can overlap the other calls;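 note: 0% = neutral control wells and 100% = positive control wells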
NSD2 HMT inh – inhibitors of human histone methyltransferase NSD2; O96028; NSD2 peptide methylation, AlphaScreen, 120 min; inhibition, % at 12.5 µM; actives 0.54% (n = 310,000); AID 743445; in the data active = inhibition above about 50%
CDK5 inh – inhibitors of human CDK5/p35 kinase | AID 488839 | inhibition, % at 10 µM | Recombinant CDK5/p35, ADP-Glo luminescence, 60 min | actives 0.01% (n = 330,000) | Q00535+Q15078;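 active = highest replicate inhibition of at least 50% and at least 75% of replicates reaching 50%; inconclusive = only one of the two criteria met; inactive = both criteria failed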;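 note: plate controls were DMSO neutral control for no effect and GW8510 at 10 µM for full effect; many of its hits are not listed in these tables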
HTR5A inv ctr – counter-screen for OPRM1-OPRD1 inverse agonists: human HTR5A inverse agonism. P47898. HTR5A cell line, luminescence. inhibition, % at 9.3 µM. actives 0.083% (n = 340,000). AID 504634; in the data active = inhibition mostly above about 23%, no sharp cut-off; inactive = mostly below about 18%;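 note: 0% = cells with DMSO and 100% = no-cell wells with DMSO; some compounds called inactive have numbers as strong as hits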
* = called active by the depositor; ? = inconclusive; . = not tested or not shown.

smiles,MITF TRPM1 HTS,V-ATPase pH,SR-BI DiI inh,PvdQ acylase,HTR5A ag ctr,dFosB act,HTR5A inv ctr,Wnt act,CDK5 inh,NSD2 HMT inh
COc1ccc(C(=O)Nc2ccc(C(=O)Nc3cccc(C)c3)cc2)cc1,7,3,40,-11,1,10,-7,0,-1.8,-1
O=C(c1cc(-c2ccccc2Cl)nc2ccccc12)N1CCN(c2ccccc2O)CC1,11,-1,13,-14,5,-9,-3,-3,-2.8,-2
CCOc1ccc(C2CC(c3cccc(C)c3)n3nc(N)nc3N2)cc1 (stereo not drawn),-9,3,11,-28,-1,-7,4,-3,-5.1,.
Cc1c(C=O)c2ccccn2c1C(=O)c1ccccc1Cl,.,-3,1,14,2,-5,-9,0,1.7,-1
Cn1c(CNc2ccc(F)cc2)nnc1SCC(=O)NNC(=O)Cc1ccccc1,-8,-2,-18,-14,-1,-1,-2,-7,-0.4,10
COCCNC(=O)c1c[nH]c2ccc(S(=O)(=O)N3CCOCC3)cc2c1=O,-4,5,-23,1,-2,-9,14,1,0.1,1
O=C(N/N=C/c1ccc(Br)o1)c1ccc2c(c1)OCCO2,61,-1,11,-6,1,-11,-8,.,-3.1,0
Cc1oc(-c2ccccc2Cl)nc1CSCC(=O)NC1CCCC1,.,-2,-3,-9,-4,-2,-13,2,1.5,5
CC(C)c1ccc(CCNC(=O)c2ccc([N+](=O)[O-])cc2)cc1,-2,2,-6,-2,6,-2,-15,-4,-0.6,2
CC(=O)Nc1ccc(S(=O)(=O)N2CCC(C(=O)NCCc3c[nH]c4ccccc34)CC2)cc1,-1,2,-22,-12,2,-6,-10,1,-1.5,-2
Cc1cc(F)ccc1S(=O)(=O)N1CCCCC1CCNC(=O)C(=O)NCc1ccccn1 (stereo not drawn),-3,-3,14,-16,0,-3,1,-4,1.9,-7
Cn1cc(C(=O)NCc2cccs2)c(=O)c2cc(S(=O)(=O)N3CCCC3)ccc21,-3,-1,-14,-6,-2,-10,20,0,0.1,-1
CC(OC(=O)c1ccco1)C(=O)NCc1cccs1 (stereo not drawn),-6,-1,-13,17,6,-1,-20,2,-2.4,.
COc1cc(CNCCc2ccccc2)cc(Cl)c1OCc1ccccc1,-2,-5,.,-14,7,2,-16,-22,-1.0,-1
CC(=O)C1=C(O)C(=O)N(c2ccc(C(=O)O)cc2)C1c1ccc([N+](=O)[O-])cc1 (stereo not drawn),.,-3,-35,-1,1,-2,-5,-1,1.0,-1
COc1ccc(-n2c(-c3ccco3)nc3c(cnn3-c3ccccc3C)c2=O)cc1,-14,-4,.,-13,6,-8,-17,-6,0.1,16
Cc1ccc(C(C(=O)NC2CCCCC2)N(C(=O)c2csnn2)C2CC2)o1 (stereo not drawn),.,4,-6,-8,0,-8,-1,-4,0.6,0
Cc1ccc(C2(C)NC(=O)N(CC(=O)Nc3ccc4[nH]c(=O)[nH]c4c3)C2=O)cc1 (stereo not drawn),4,3,-3,10,5,-5,-15,3,1.8,0
C=CCn1c(C(CCCC)CC(O)COCCC)n[nH]c1=S (stereo not drawn),0,-2,-10,-10,2,-7,5,3,-1.9,0
Cc1[nH]n(-c2ccc(C(=O)O)cc2)c(=O)c1CCO,-4,0,-8,-12,.,-3,.,-1,-0.6,-1
O=C(COc1ccc(-c2nnco2)cc1)Nc1ccc(F)c(Cl)c1,14,-1,21,19,2,-13,-7,2,-0.1,1
Cc1cc(CN(C)C(=O)c2ccc3nc(Cc4ccccc4F)oc3c2)on1,98*,-1,-19,3,5,-3,11,18,-0.3,-2
CN1CCN(S(=O)(=O)c2cccc(C(=O)N3CCc4ccccc43)c2)CC1,-9,2,-8,2,1,-5,-3,0,-0.3,0
O=C(c1ccc2c(c1)OCO2)N(c1ccccc1)C1C=CS(=O)(=O)C1 (stereo not drawn),-1,2,8,-6,0,2,17,-4,-0.8,-3
CNC(=O)c1ccc(NC(=O)C2CCN(c3ncnc4sc(C)c(C)c34)CC2)cc1,17,-3,39,0,0,-1,20,-2,0.4,2
O=c1c2cnn(-c3ccccc3)c2ncn1Cc1ccco1,3,1,-28,-10,-11,-1,25,.,1.0,9
O=S(=O)(NC1CCCCC1NCc1ccco1)c1ccc(Cl)cc1 (stereo not drawn),64,-4,-2,-4,-2,1,-2,.,-0.3,-2
Cc1cc(C)c(S(=O)(=O)N2CCCC(C(=O)NCCC3=CCCCC3)C2)c(C)c1 (stereo not drawn),-7,1,23,7,-2,9,11,-2,0.5,-7
S=c1[nH]nc(CCc2nc3ccccc3[nH]2)n1-c1cccc(Cl)c1,2,3,-6,-9,2,-6,1,9,-0.9,-2
NCCCCCc1nnc(SCC(=O)c2ccc(Cl)cc2)o1,4,6,-14,-3,5,-1,0,-3,0.8,5

Quoted at random: 3 records from the list
smiles,MITF TRPM1 HTS,V-ATPase pH,SR-BI DiI inh,PvdQ acylase,HTR5A ag ctr,dFosB act,HTR5A inv ctr,Wnt act,CDK5 inh,NSD2 HMT inh
O=c1c2cnn(-c3ccccc3)c2ncn1Cc1ccco1,3,1,-28,-10,-11,-1,25,.,1.0,9
Cc1[nH]n(-c2ccc(C(=O)O)cc2)c(=O)c1CCO,-4,0,-8,-12,.,-3,.,-1,-0.6,-1
Cc1cc(F)ccc1S(=O)(=O)N1CCCCC1CCNC(=O)C(=O)NCc1ccccn1 (stereo not drawn),-3,-3,14,-16,0,-3,1,-4,1.9,-7

Other results follow:
smiles,MITF TRPM1 HTS,V-ATPase pH,SR-BI DiI inh,PvdQ acylase,HTR5A ag ctr,dFosB act,HTR5A inv ctr,Wnt act,CDK5 inh,NSD2 HMT inh
CN(C)CCN1C(=O)C(O)=C(C(=O)c2cc3ccccc3o2)C1c1ccc(N(C)C)cc1 (stereo not drawn),-2,-3,-6,-15,9,-3,-26,5,-0.4,.
CCC(=O)N/C=C/n1cnc2cc(C(F)(F)F)ccc21,-13,4,-27,-9,-3,-8,-18,-7,2.5,-2
CCn1c2ccccc2c2cc(NC(=O)COC(=O)c3cc(OC)c(OC)cc3OC)ccc21,7,0,69,-14,-4,-10,9,-3,1.1,5
Cc1ccc(C(=O)NCC(=O)OC(C)C(=O)Nc2ccc(N(C)C)cc2)cc1C (stereo not drawn),-1,-2,31,4,3,-8,-8,-1,-1.1,10
CC(=O)c1cccc(-n2c(CCC(=O)O)ccc2-c2ccccc2)c1,-12,1,15,-16,-3,-3,10,12,2.0,3
CN1CCN(C(=O)c2ccc3c(Cl)c4c(nc3c2)CCCC4)CC1,3,0,-3,5,0,2,17,-2,-0.8,10
COc1ccc(Nc2nnc(-c3ccc(C)cc3)c3ccccc23)cc1C(=O)N1CCCCC1,0,2,81*,?,-2,-8,5,-1,-1.1,.
CCc1nnc(NC(=O)c2cc(S(=O)(=O)N3CCN(CC)CC3)ccc2Cl)s1,2,-2,-25,-13,-2,-10,7,.,0.1,2
O=C(Nc1ccn(Cc2ccccc2)n1)c1cccc(Cn2cc([N+](=O)[O-])cn2)c1,7,0,38,-5,-1,-9,-11,3,0.2,-2
O=[N+]([O-])c1ccc(O)c(/C=N/n2c(-c3ccccc3)n[nH]c2=S)c1,1,-9,1,-17,0,1,0,3,8.7,-3
CCC(=O)N(Cc1cc2cc(OC)ccc2[nH]c1=O)c1ccccc1C,1,5,-22,-12,-1,-6,26,-1,0.8,2
N#CCC(=O)N/N=C/c1cn(Cc2ccc3ccccc3c2)c2ccccc12,.,2,-9,0,2,10,-13,-8,-0.3,-1
Cc1ccc(/C=C/C(=O)c2ccccc(=O)c2O)cc1C,-7,-2,-26,-2,-3,-5,7,5,0.3,5
CCNC(=O)Nc1cc(S(=O)(=O)Nc2ccc(OC)cc2)ccc1N1CCOCC1,-3,4,3,-12,5,-1,-9,.,-1.9,1
CC1CCN(c2c([N+](=O)[O-])c(=O)n(-c3ccccc3)c3ccccc23)CC1,8,-1,-19,9,3,1,-21,.,0.8,.
CCN(CC)C(=O)C1CCCN(c2ncnc3c2cnn3-c2ccc(Cl)cc2)C1 (stereo not drawn),-60,-1,25,3,1,-21,-2,-4,-0.9,.
S=C1NC2=C(CCC/C2=C\c2ccc(Cl)cc2)C(c2ccc(Cl)cc2)N1 (stereo not drawn),.,9,42,-23,7,-7,-26,-2,-3.0,-1
O=C(N/N=C/c1cn(-c2ccccc2)nc1-c1ccc(F)cc1)c1ccc2c(c1)OCO2,14,2,74*,-7,-6,0,14,.,-0.1,-1
Clc1ccccc1CSc1nnc(-c2ccccn2)n1Cc1ccco1,.,-1,0,-6,-3,-12,23,.,0.4,-1
CCN(Cc1ccccc1)C(=O)CCCOc1ccccc1,?,3,4,-5,1,-8,11,.,1.9,-3
CC1CCc2[nH]c3ccc(C(=O)Nc4ccc(C(=O)N(C)C)cc4)cc3c2C1 (stereo not drawn),-3,2,1,-12,0,-5,10,7,0.5,1
O=C(C1=C[C@@H](c2ccc(C(F)(F)F)cc2)C[C@@H](OCc2ccc(CO)cc2)O1)N1CCOCC1,-5,2,-19,1,-1,-2,2,-1,-0.2,.
COc1ccccc1CNC(=O)Cn1cc(Br)ccc1=O,9,-2,-9,-5,12,-10,4,-11,-1.0,5
CN=C(NC1CCCCC1)c1ccc(Cl)cc1,6,2,.,-11,-5,-8,16,.,-0.4,-2
CCCN1CCN(c2ncnc3scc(C4COc5ccccc5O4)c23)CC1 (stereo not drawn),-11,-2,-6,14,4,-11,-9,0,0.6,16
Cc1noc(C)c1S(=O)(=O)N(CC(=O)NC1CCC(C)CC1)c1ccc(C(C)C)cc1 (stereo not drawn),8,3,5,-10,5,-29,11,0,1.0,3
CCCSC1=N/C(=C\C=C\c2ccco2)C(=O)S1,-5,-2,-22,1,-2,-5,-37,.,-1.9,24
c1ccc(NCc2ccccn2)cc1,20,1,-12,6,-4,-1,9,3,0.9,0
CC(=O)Nc1cccc(N(C)S(C)(=O)=O)c1,6,-2,-24,6,-2,7,9,0,1.4,.
Cc1cc(C(=O)COC(=O)c2n[nH]c3ccccc23)c(C)n1CC1CCCO1 (stereo not drawn),15,0,18,-10,0,-2,9,.,0.2,0

3 entries from above, set out differently:
Values in the order: MITF TRPM1 HTS | V-ATPase pH | SR-BI DiI inh | PvdQ acylase | HTR5A ag ctr | dFosB act | HTR5A inv ctr | Wnt act | CDK5 inh | NSD2 HMT inh
COc1ccc(Nc2nnc(-c3ccc(C)cc3)c3ccccc23)cc1C(=O)N1CCCCC1
 : 0 | 2 | 81* | ? | -2 | -8 | 5 | -1 | -1.1 | .
CCc1nnc(NC(=O)c2cc(S(=O)(=O)N3CCN(CC)CC3)ccc2Cl)s1
 : 2 | -2 | -25 | -13 | -2 | -10 | 7 | . | 0.1 | 2
O=C(Nc1ccn(Cc2ccccc2)n1)c1cccc(Cn2cc([N+](=O)[O-])cn2)c1
 : 7 | 0 | 38 | -5 | -1 | -9 | -11 | 3 | 0.2 | -2

Screens: PubChem, several laboratories
